# FBW7 act: FBW7 E3 ligase activators, primary screen, biochemical, AlphaScreen, human; AlphaScreen FBW7–phospho-cyclin E peptide binding, activator screen; normalized activity (activation), % at 26.1 µM; 650,000 compounds, 0.13% hits; AID 1259310, 2017; in the data active = normalized activity above about 1.9%;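 note: purified mutant Fbw7 with reduced substrate affinity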
# TEAD-YAP block: TEAD-YAP interaction inhibition, primary screen, TEAD-YAP interaction inhibitor project, luminescence, HEK-TIYL cells. TEAD-Gal4/YAP UAS-luciferase luminescence. inhibition, % at 9.12 µM. 640,000 compounds, 1.4% hits. AID 1259422, 2018; in the data active = inhibition above about 32%;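 note: 0% = median of test compound wells and 100% = reference inhibitor wells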
# GPR151 ag: activators of human GPR151, primary screen, cell-based, PathHunter beta-arrestin, luminescence | PathHunter beta-arrestin GPR151 cells | activation, % at 11.2 µM | 650,000 compounds, 1% hits | AID 1508602, 2020; in the data active = activation above about 4.9%;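 note: 0% = median of compound wells and 100% = cells with positive control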
# Target sequence (Q8TDV0 whole entry, looked up): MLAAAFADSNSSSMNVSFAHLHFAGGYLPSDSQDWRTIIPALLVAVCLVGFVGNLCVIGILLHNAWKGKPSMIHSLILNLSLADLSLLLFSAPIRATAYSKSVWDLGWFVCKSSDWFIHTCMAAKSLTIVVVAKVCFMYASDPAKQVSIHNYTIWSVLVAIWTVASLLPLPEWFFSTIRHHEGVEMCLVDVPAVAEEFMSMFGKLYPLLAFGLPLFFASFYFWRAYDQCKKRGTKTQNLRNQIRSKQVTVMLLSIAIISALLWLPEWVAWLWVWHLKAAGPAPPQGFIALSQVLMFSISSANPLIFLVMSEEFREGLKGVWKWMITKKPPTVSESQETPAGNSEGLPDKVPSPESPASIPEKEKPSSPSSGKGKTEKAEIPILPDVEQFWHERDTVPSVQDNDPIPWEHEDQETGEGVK
# MITF inh: MITF inhibitors, primary screen, biochemical, AlphaScreen, human. Microphthalmia-associated transcription factor (Homo sapiens), O75030. AlphaScreen MITF homodimerization, bead proximity signal. inhibition, % at 2.6 µM. 650,000 compounds, 0.91% hits; in the data active = inhibition above about 50%;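 note: 0% = vehicle wells with protein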
# Target sequence (O75030 whole entry, looked up): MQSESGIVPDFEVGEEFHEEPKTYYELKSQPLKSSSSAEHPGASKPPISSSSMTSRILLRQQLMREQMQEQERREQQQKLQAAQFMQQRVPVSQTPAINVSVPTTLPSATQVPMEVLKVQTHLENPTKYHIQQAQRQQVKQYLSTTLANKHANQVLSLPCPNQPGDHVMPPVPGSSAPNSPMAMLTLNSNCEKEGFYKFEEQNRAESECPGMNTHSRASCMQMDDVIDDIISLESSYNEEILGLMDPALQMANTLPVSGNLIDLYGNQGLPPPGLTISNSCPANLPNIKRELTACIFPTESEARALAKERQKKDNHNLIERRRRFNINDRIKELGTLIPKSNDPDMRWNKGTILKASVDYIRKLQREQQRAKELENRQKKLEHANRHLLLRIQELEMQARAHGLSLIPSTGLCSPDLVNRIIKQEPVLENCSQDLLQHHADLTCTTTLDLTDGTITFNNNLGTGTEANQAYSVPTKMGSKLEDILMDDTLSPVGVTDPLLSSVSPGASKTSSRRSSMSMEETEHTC
# The depositor's hits bear a star; x = not tested or not shown; & = joins results of further samples; ! = a repeat was not active. Hits appear at their usual frequency. Share with any hit: about 3.5%.
1) Cc1ccc2c(c1)CCCN2C(=O)c1cc2ccccc2oc1=O
2) O=C(Nc1ccc2[nH]ncc2c1)[C@@H]1CCN(C(=O)[C@@H](O)COc2ccc(Br)cc2)C1
3) CC(=O)c1cccc(NC(=O)CN(c2ccc(F)cc2)S(C)(=O)=O)c1
4) Cc1cccc(OC(C)C(=O)NC2CCS(=O)(=O)C2)c1C (stereo not given)
5) COc1ccc(Br)cc1C(=O)Nc1cccc(NC(=O)c2ccco2)c1
assay / entry,1,2,3,4,5
FBW7 act,0.1,0.2,-0.1,-0.1,0.0
TEAD-YAP block,-1,3,-7,-11,-18
GPR151 ag,-1.5,0.7,0.0,-0.9,-0.8
MITF inh,9,29,3,3,6

6) N/C(=N\OC(=O)C(c1ccccc1)c1ccccc1)c1ccc([N+](=O)[O-])cc1
7) CCC(=O)N[C@@H]1c2ccccc2C2(CCN(C(=O)C3=CCCC3)CC2)[C@H]1OCCOC
8) O=c1oc2ccccc2n1Cc1nnc(-c2ccccc2Cl)o1
9) COc1cc(Cl)c(CN2CCN(C3CCCC3)C(CCO)C2)cc1OC (stereo not given)
10) CN1CCN(C(=O)c2ccc(-c3nc(NCc4ccccc4)c4ncn(C5CCCCC5)c4n3)cc2)CC1
assay / entry,6,7,8,9,10
FBW7 act,1.6,0.0,0.3,0.0,0.2
TEAD-YAP block,-3,6,-30,-11,1
GPR151 ag,-0.6,-0.5,-1.9,-0.8,-0.8
MITF inh,30,9,-2,10,-12

11) Cc1ccccc1NC(=O)CSc1nc2cc3c(cc2cc1C#N)OCCO3
12) COc1cc(CC(=O)O)cc(OC)c1OC
13) CCOC(=O)c1ccc(N2C(=O)CC(N3CCN(Cc4ccc5c(c4)OCO5)CC3)C2=O)cc1 (stereo not given)
14) O=C(c1ccccc1Cl)N1CCN(S(=O)(=O)C2CC2)CC1
15) O=[N+]([O-])c1cc(S(=O)(=O)N2CCOCC2)ccc1N/N=C/c1ccc(Cl)cc1
assay / entry,11,12,13,14,15
FBW7 act,0.0,0.5,0.1,0.0,0.0
TEAD-YAP block,58*,-6,4,6,12
GPR151 ag,0.2,-1.7,-0.4,0.9,-0.6
MITF inh,7,12,8,-3,2

16) Cc1c(Cl)cccc1NC(=O)C1CCC(=O)N1 (stereo not given)
17) CCCNc1ncnc2c1c(-c1ccccc1)cn2-c1ccc(C)cc1
18) Cc1cc(C)c2cc3c(N)c(C(=O)Nc4nc(C)c(C)s4)sc3nc2c1
19) COc1cc(OC)cc(-c2nc3ccccc3c(=O)n2NC(=O)Cc2ccc([N+](=O)[O-])cc2)c1
20) O=c1[nH]c(SCC2CCCCO2)nc2ccccc12 (stereo not given)
assay / entry,16,17,18,19,20
FBW7 act,0.8,0.0,0.0,-0.1,0.1
TEAD-YAP block,-2,0,-13,3,-24
GPR151 ag,0.1,0.5,0.8,-0.2,0.4
MITF inh,13,5,-2,11,-6

21) Cn1c(N2CCC(C(=O)NCc3ccncc3)CC2)nc2ccccc21
22) CCC(CC)C(=O)Nc1ccc(OC)cc1[N+](=O)[O-]
23) COc1ccccc1C1Nc2ccccc2NC2=C1C(=O)CC(c1ccccc1)C2 (stereo not given)
24) O=C(/C=C\Nc1ccc2[nH]ncc2c1)c1ccco1
25) CCSc1ccccc1C(=O)Nc1nc2c(s1)C(=O)CC(C)(C)C2
assay / entry,21,22,23,24,25
FBW7 act,0.6,0.1,0.0,0.7,-0.2
TEAD-YAP block,1,7,1,-12,-28
GPR151 ag,-0.3,-0.3,-0.4,-1.8,-0.4
MITF inh,-3,14,6,18,-4

# 13 structures from above, arranged by SMILES length, rising.
12) COc1cc(CC(=O)O)cc(OC)c1OC
16) Cc1c(Cl)cccc1NC(=O)C1CCC(=O)N1 (stereo not given)
8) O=c1oc2ccccc2n1Cc1nnc(-c2ccccc2Cl)o1
1) Cc1ccc2c(c1)CCCN2C(=O)c1cc2ccccc2oc1=O
14) O=C(c1ccccc1Cl)N1CCN(S(=O)(=O)C2CC2)CC1
17) CCCNc1ncnc2c1c(-c1ccccc1)cn2-c1ccc(C)cc1
9) COc1cc(Cl)c(CN2CCN(C3CCCC3)C(CCO)C2)cc1OC (stereo not given)
assay / entry,12,16,8,1,14,17,9
FBW7 act,0.5,0.8,0.3,0.1,0.0,0.0,0.0
TEAD-YAP block,-6,-2,-30,-1,6,0,-11
GPR151 ag,-1.7,0.1,-1.9,-1.5,0.9,0.5,-0.8
MITF inh,12,13,-2,9,-3,5,10

25) CCSc1ccccc1C(=O)Nc1nc2c(s1)C(=O)CC(C)(C)C2
23) COc1ccccc1C1Nc2ccccc2NC2=C1C(=O)CC(c1ccccc1)C2 (stereo not given)
3) CC(=O)c1cccc(NC(=O)CN(c2ccc(F)cc2)S(C)(=O)=O)c1
13) CCOC(=O)c1ccc(N2C(=O)CC(N3CCN(Cc4ccc5c(c4)OCO5)CC3)C2=O)cc1 (stereo not given)
10) CN1CCN(C(=O)c2ccc(-c3nc(NCc4ccccc4)c4ncn(C5CCCCC5)c4n3)cc2)CC1
2) O=C(Nc1ccc2[nH]ncc2c1)[C@@H]1CCN(C(=O)[C@@H](O)COc2ccc(Br)cc2)C1
assay / entry,25,23,3,13,10,2
FBW7 act,-0.2,0.0,-0.1,0.1,0.2,0.2
TEAD-YAP block,-28,1,-7,4,1,3
GPR151 ag,-0.4,-0.4,0.0,-0.4,-0.8,0.7
MITF inh,-4,6,3,8,-12,29

# Next part.
26) Cc1ccnc(NC(=O)c2c(O)c3ccccc3n(C)c2=O)c1
27) CCC(C)Nc1nc2ccccc2nc1NS(=O)(=O)c1cccs1 (stereo not given)
28) CCc1[nH]c(=S)c(C#N)c(C(F)(F)F)c1C
29) CCCCCC(O)/C=C/C=C\CCCCCCCCCC(=O)O (stereo not given)
30) NC(=O)c1c(NC(=O)C2CCCO2)sc2c1CCCC2 (stereo not given)
assay / entry,26,27,28,29,30
FBW7 act,-0.1,0.2,0.3,x,1.2
TEAD-YAP block,-7,1,8,x,-35
GPR151 ag,-0.2,0.3,-0.5,0.8,-0.1
MITF inh,-2,4,5,6,23

31) COc1ccc(-c2nnc(NC(=O)c3ccc(F)cc3)o2)cc1OC
32) CCOC(=O)c1sc(NC(=O)COc2ccc(C(C)(C)CC(C)(C)C)cc2)c(C(=O)OCC)c1C
33) Cc1cc(C)c(NC(=O)C2CCCN(S(=O)(=O)c3cccc4cccnc34)C2)c(C)c1 (stereo not given)
34) CC(=O)c1cccc(-c2nc(NC3CC3)c3[nH]cnc3n2)c1
35) COc1c2c(c(OC)c3occc13)OC(O)(C(F)(F)F)CC2=O (stereo not given)
assay / entry,31,32,33,34,35
FBW7 act,-0.4,-0.1,0.2,0.2,0.0
TEAD-YAP block,8,-7,8,12,5
GPR151 ag,-2.1,1.0,-0.2,0.2,-0.1
MITF inh,-18,-3,2,11,1

36) NC(=O)COC(=O)COc1ccc(OCc2ccccc2)cc1
37) O=C(c1cc(-c2cccc(O)c2)on1)N1CCCCCC1
38) CC(C)c1nn2c(N)c(C=C3C=CC(=O)C=C3)c(=O)nc2s1
39) CCN(CC)c1ccc(NC(C)=O)c(C)c1
40) COc1ccccc1NC(=O)CC(C(=O)O)N(C)C (stereo not given)
assay / entry,36,37,38,39,40
FBW7 act,-0.1,0.0,-0.4,0.3,0.0
TEAD-YAP block,4,31,3,-6,9
GPR151 ag,-5.3,-0.5,-1.8,-0.1,3.0
MITF inh,-4,-8,-5,5,15

41) CCCCC(=O)N1CCc2cc(OC)c(OC)cc2C1COc1ccc(C(=O)OC)cc1 (stereo not given)
42) O=C(NCC1CCCO1)c1cc(-c2ccccc2)nc2ccccc12 (stereo not given)
43) COc1ccc(OC)c(NC(=O)CN2C(=O)C3(OCCCO3)c3ccccc32)c1
44) COc1cccc(NC(=S)N/N=C/c2ccccc2OC)c1
45) COC(=O)Cn1nc(C)n2c(cc3sccc32)c1=O
assay / entry,41,42,43,44,45
FBW7 act,0.5,0.2,-0.1,-0.2,-0.1
TEAD-YAP block,-5,7,-3,-1,5
GPR151 ag,-1.4,-1.1,0.7,0.6,4.7
MITF inh,12,2,4,11,1

46) O=C(Nc1ccccc1-c1nc2ccccc2[nH]1)c1cc(=O)c2ccccc2o1
47) CCN(C1CCCCC1)S(=O)(=O)c1ccc(NC(C)=O)cc1
48) COC(=O)c1ccc(NC(=O)COc2ccc(Cl)cc2Br)cc1
49) COc1ccc(Cn2c(SCC(=O)c3ccccc3)nc3c(sc4ccccc43)c2=O)cc1
50) O=C(CSCc1ccc([N+](=O)[O-])cc1)Nc1ccccc1
assay / entry,46,47,48,49,50
FBW7 act,0.9,0.1,-0.1,0.1,-0.2
TEAD-YAP block,0,11,13,-1,6
GPR151 ag,0.1,0.4,0.3,-0.9,2.6
MITF inh,5,-1,14,5,11

51) Cn1c2ccccc2c2cnn(CC(=O)N3CCCC3)c(=O)c21
52) COc1ccc(C2=NOC(C(=O)NCCCN3CCOCC3)C2)cc1 (stereo not given)
53) Cc1cccc(C)c1N(CC(=O)Nc1cc(Cl)cc(Cl)c1)S(C)(=O)=O
54) COc1ccccc1-c1c(C)nn2c(SCC(=O)NC(C)C)cc(C)nc12
55) N=c1c(S(=O)(=O)c2ccccc2)cc2c(=O)n3ccccc3nc2n1Cc1ccccc1
assay / entry,51,52,53,54,55
FBW7 act,0.1,0.0,-0.2,0.1,0.1
TEAD-YAP block,1,6,-7,-1,-3
GPR151 ag,0.1,-0.7,0.5,2.5,-1.2
MITF inh,17,16,-5,2,2

56) COc1ccccc1C(=O)NC1(C(F)(F)F)NC(=O)N(c2ccc(F)cc2)C1=O (stereo not given)
57) NC(=S)N/N=C\c1cn(CCC(=O)O)nc1-c1cccc([N+](=O)[O-])c1
58) CCN(CCCNC(=O)CCCn1c(=O)[nH]c2ccccc2c1=O)c1ccccc1
59) CCOc1ccccc1Nc1c2c(nc3nnnn13)CCCC2
60) CCOC(=O)c1c(NC(=O)C2CC2)sc(C)c1CC
assay / entry,56,57,58,59,60
FBW7 act,0.0,0.0,1.1,0.1,-0.1
TEAD-YAP block,7,0,1,-3,-3
GPR151 ag,-0.7,-1.3,-1.4,0.8,0.2
MITF inh,-14,11,6,11,-23

61) Nc1c(C(=O)c2ccc(Cl)cc2)sc2nc3c(cc12)CCCCCC3
62) COc1ccc(Nc2ccc([N+](=O)[O-])c3nonc23)c(OC)c1
63) CCOC(=O)C1=C(C)NC2=C(C(=O)CC(c3cccs3)C2)C1c1cccs1 (stereo not given)
64) COc1ccccc1C(=O)Nc1ccc(Nc2ccc(-n3cccn3)nn2)cc1
65) CCOC(=O)CN(Cc1cc(OC)c(OC)c(OC)c1)S(=O)(=O)c1ccc(F)c(C)c1
assay / entry,61,62,63,64,65
FBW7 act,1.1,-0.3,-0.1&0.2,0.0,0.2
TEAD-YAP block,-9,4,51*!,-12,-15
GPR151 ag,-0.6,0.1,-0.7&-1.0,-1.6,0.0
MITF inh,19,11,-1&3,34,15

66) C=C(C)CN1C(=O)NC(CC)(C2CCN(CC3=CC[C@H]4C[C@@H]3C4(C)C)CC2)C1=O (stereo not given in full)
67) CCOc1ccc(NC(=O)COc2ccc(C)c(C)c2)cc1
68) Cc1cccc(OCC(=O)NCC(=O)N/N=C/c2ccc([N+](=O)[O-])cc2)c1
69) O=C(NCc1ccccc1)c1cc(S(=O)(=O)N2CCCCC2)ccc1Cl
70) O=C(Cn1cnc2sc3c(c2c1=O)CCCC3)NCC(=O)Nc1cnc2ccccc2c1
assay / entry,66,67,68,69,70
FBW7 act,0.4,0.0,0.0,0.3,0.0
TEAD-YAP block,43*,1,-1,7,13
GPR151 ag,1.6,2.0,0.2,-0.6,2.1
MITF inh,11,1,10,5,-6

71) NCc1n[nH]c(=S)n1-c1ccc(F)cc1
72) COP(C)(=O)c1c(C)nn(-c2ccccc2)c1C (stereo not given)
73) CN1C(=O)NC(C(Cl)(Cl)Cl)N(C)C1=O (stereo not given)
74) O=c1cc(C(F)(F)F)[nH]c(=O)n1-c1cccc(Cl)c1
75) COCc1nnn(-c2nonc2N)c1C(=O)NNC(=O)C1CC1
assay / entry,71,72,73,74,75
FBW7 act,0.0,0.1,0.1,0.1,0.1
TEAD-YAP block,-6,7,-4,9,3
GPR151 ag,0.5,0.4,-0.8,-0.3,-0.4
MITF inh,8,-6,6,3,-4

76) O=C(Nc1cccnc1Cl)c1nn2c(c1Br)NC(c1ccc(Br)o1)CC2C(F)(F)F (stereo not given)
77) O=C(CN1C(=O)C2CCCCC2C1=O)Nn1cnnc1 (stereo not given)
78) Fc1ccc(C2C3=C(Nc4ncnn42)c2ccccc2OC3c2cccc(F)c2)cc1 (stereo not given)
79) COc1ccc(N2C(=O)CC(NC3CCCCC3C)C2=O)cc1 (stereo not given)
80) CCc1ccc(NC(=O)C2CC(=O)N(C(C)C)C2)cc1 (stereo not given)
assay / entry,76,77,78,79,80
FBW7 act,-0.1,-0.1,0.0,0.7,-0.1
TEAD-YAP block,9,-4,-9,-4,-7
GPR151 ag,0.0,1.2,-0.7,-0.2,-1.0
MITF inh,11,-6,3,-3,-2
